# Compound activity deposited in PubChem by several laboratories.
# SARS 3CLpro inh: SARS-CoV 3CLpro protease inhibition. AID 1706. P0C6X7. inhibition, % at 6 µM. actives 0.14% (n = 290,000). recombinant SARS-CoV 3CLpro, quenched FRET peptide cleavage; in the data active means inhibition above about 12%
# MazF activator: activators of E. coli MazEF toxin-antitoxin RNase. P0AE70. FAM/BHQ RNA-DNA oligo cleavage fluorescence, 5 h. activation, % at 20 µM. actives 0.32% (n = 350,000). AID 504720; in the data active means activation above about 50%
# Target sequence (P0AE70 whole entry, looked up): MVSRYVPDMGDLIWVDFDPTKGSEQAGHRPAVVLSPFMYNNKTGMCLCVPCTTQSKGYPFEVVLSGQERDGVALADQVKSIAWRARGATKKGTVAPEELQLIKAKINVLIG
# Mtb UGM inh: blocks M. tuberculosis UGM enzyme | actives 0.06% (n = 320,000) | inhibition, % at 10 µM | purified UGM, fluorescence polarization probe displacement | P9WIQ1; in the data active means inhibition above about 10%, passing the limit was not always enough
# Target sequence (P9WIQ1 whole entry, looked up): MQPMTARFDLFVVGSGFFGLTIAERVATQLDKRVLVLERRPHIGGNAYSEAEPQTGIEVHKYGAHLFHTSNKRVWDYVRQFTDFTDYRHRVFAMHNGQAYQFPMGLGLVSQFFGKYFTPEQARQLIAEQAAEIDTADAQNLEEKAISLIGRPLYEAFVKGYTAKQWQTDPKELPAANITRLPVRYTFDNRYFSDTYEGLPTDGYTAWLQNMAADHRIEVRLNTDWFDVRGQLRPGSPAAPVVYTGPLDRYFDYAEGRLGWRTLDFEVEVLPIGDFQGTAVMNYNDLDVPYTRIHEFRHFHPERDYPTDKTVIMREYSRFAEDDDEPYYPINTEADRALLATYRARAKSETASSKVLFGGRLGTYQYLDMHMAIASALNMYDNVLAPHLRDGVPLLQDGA
# Rv3671c protease: inhibits the M. tuberculosis serine protease Rv3671c. inhibition, % at 5.96 µM. AID 2606. actives 0.048% (n = 320,000). P9WHR9; in the data active means inhibition above about 38%;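 further: extracellular domain of Rv3671c used as enzyme; 0% = enzyme with DMSO and 100% = no enzyme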
# Target sequence (P9WHR9 whole entry, looked up, the tested form may be a part): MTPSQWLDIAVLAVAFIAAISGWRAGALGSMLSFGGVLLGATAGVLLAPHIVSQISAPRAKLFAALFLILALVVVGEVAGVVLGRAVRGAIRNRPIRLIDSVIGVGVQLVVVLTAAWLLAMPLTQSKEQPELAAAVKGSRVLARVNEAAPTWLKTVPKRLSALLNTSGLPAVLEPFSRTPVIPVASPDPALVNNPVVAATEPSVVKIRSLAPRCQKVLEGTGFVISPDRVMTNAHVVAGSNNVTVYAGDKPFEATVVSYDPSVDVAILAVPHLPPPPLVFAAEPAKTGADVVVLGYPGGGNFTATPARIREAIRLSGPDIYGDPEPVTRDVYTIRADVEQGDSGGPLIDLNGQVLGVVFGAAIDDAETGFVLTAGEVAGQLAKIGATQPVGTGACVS
# Mtb BioA inh: BioA (M. tuberculosis) enzyme inhibition; actives 0.096% (n = 360,000); inhibition, % at 9.99 µM; AID 602481; purified M. tuberculosis BioA enzyme, plate reader; in the data active means inhibition above about 40%
# FBA Mtb inh: inhibits M. tuberculosis FBA enzyme. P9WQA3. actives 2.3% (n = 360,000). inhibition, % at 1 µM. purified M. tuberculosis FBA, fluorescence read-out; in the data active means inhibition above about 27%;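 further: 0% = vehicle and 100% = reference inhibitor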
# VHR inh abs: blocks human VHR1 dual specificity phosphatase; P51452; recombinant VHR phosphatase, pNPP absorbance; inhibition, % at 13.3 µM; actives 0.52% (n = 290,000); AID 1654; in the data active means inhibition above about 50%; further: some compounds called inactive have numbers as strong as hits
# SSB-PriA inh: K. pneumoniae PriA-SSBct interaction inhibition; AlphaScreen SSBct-PriA binding, biotinylated peptide; inhibition, % at 33 µM; actives 0.6% (n = 430,000); AID 1272365; in the data active means inhibition mostly above about 37%, no sharp cut-off; inactive means mostly below about 20%;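 further: plate controls were negative control peptide for no effect and reference peptide for full effect; strong numbers were not always called active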
# GDH-TPI counter: GDH-TPI coupled enzyme inhibition counter-screen | GDH-TPI coupled enzyme counterscreen, NADH absorbance | inhibition, % at 4.8 µM | actives 1.2% (n = 360,000); in the data active means inhibition above about 30%;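 further: 0% = DMSO wells and 100% = wells lacking the enzyme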
# Vc quorum ag: quorum light induction in luxS cqsA deficient V. cholerae | V. cholerae BH1578 lux reporter, luminescence, 6 h | activation, % at 18.7 µM | actives 0.16% (n = 350,000); in the data active means activation mostly above about 9.7%, no sharp cut-off; further: not every result past the cut was called active; inactives centre near 0; reference of the scale not given here
# * marks the source's active call; other numbers are inactive results; i = inactive; · = no result given.
# Value order: SARS 3CLpro inh	MazF activator	Mtb UGM inh	Rv3671c protease	Mtb BioA inh	FBA Mtb inh	VHR inh abs	SSB-PriA inh	GDH-TPI counter	Vc quorum ag
1	COc1ccc(-c2ccc(SCC(=O)c3ccccc3)nn2)cc1OC
    3	4	1.7	-6	-0.6	-7	18	1	-4	-1.1
2	O=C(O)C1CSC(c2ccncc2)N1 (configuration not stated)
    2	20	-0.9	9	-1.4	0	-2	2	-4	i
3	CCN(CC)S(=O)(=O)N1CCC(C(=O)NCc2ccco2)CC1
    -3	-9	0.1	-3	·	0	-6	4	-3	1.6
4	Cc1cc(C)cc(OCCNC(=O)C(C)N2C(=O)c3ccccc3C2=O)c1 (configuration not stated)
    -2	-13	5.7	-6	-0.6	-1	16	-3	10	-0.8
5	O=C1c2ccccc2C(=O)c2c1ccc(C(=O)N1CCCCC1)c2NCCO
    -2	2	-2.4	3	2.4	2	34	-4	-4	0.3
6	CCCCN(CCCC)C(=O)CSc1nnc2n(C)c(=O)c3c4c(sc3n12)CCCC4
    -7	2	·	·	0.2	0	0	-4	-4	-0.6
7	c1cncc(C2CCCCN2Cc2ccc3c(c2)OCO3)c1 (configuration not stated)
    0	6	-1.7	-3	1.8	0	23	-10	2	i
8	CC(C)Cc1ccc(C(=O)NCc2ccc3c(c2)OCO3)o1
    -2	-5	-0.6	·	0.6	-1	13	0	7	-0.6
9	CCN1CCN(CCCNC(=O)CCC(=O)N2CCOc3ccccc32)CC1
    -4	8	3.1	7	0.8	5	-10	-3	4	i
10	COC(=O)C1=C(C)N(CCc2c[nH]c3ccccc23)C(=O)/C1=C\N(C)C
    -5	-2	2.8	-9	·	2	12	11	7	-0.3
11	Cc1oc2c(C)c3oc(=O)c(CC(=O)N[C@@H](CCCNC(N)=O)C(=O)O)c(C)c3cc2c1C
    0	-8	-2.1	·	5.3	15	10	-2	4	i
12	Cc1ccc(S(=O)(=O)N2CCOC23CCN(C(=O)C(=O)NCc2ccccc2)CC3)cc1
    ·	1	-0.7	4	1.5	1	·	-12	2	-2.9
13	CC(=O)c1ccc(N2CCN(C(=O)CN3C(=O)NC4(CCCCC4)C3=O)CC2)c(F)c1
    ·	0	3.1	6	-3.5	0	·	-4	13	-2.1
14	CCCCC(=O)Nc1nnc(S(=O)(=O)N(CC)c2ccccc2)s1
    1	3	1.8	6	0.0	2	-7	-11	2	-0.5
15	CCN(C[C@H]1N[C@@](Cc2ccccc2)(C(=O)OC)[C@H]2C(=O)N(C)C(=O)[C@@H]12)S(=O)(=O)c1ccc(C(C)(C)C)cc1
    ·	20	·	3	-1.0	-3	·	1	5	-1.0
16	Cc1cc(OCC(=O)N2C[C@H]3C[C@@H](C2)c2cccc(=O)n2C3)c2c(C)c(C)c(=O)oc2c1
    -3	-1	-0.7	-2	1.2	40*	16	-5	9	-0.6
17	CN1C[C@@H]2[C@@H]3C(=O)N(C)C(=O)[C@@H]3[C@](C)(C1=O)N2C(=O)c1ccc(C(C)(C)C)cc1
    ·	2	·	·	-0.1	4	·	8	7	-1.7
18	Cc1noc(C)c1S(=O)(=O)Nc1ccc(C(=O)N2CCN(c3ccc(F)cc3)CC2)cc1
    -1	2	-4.0	5	·	1	-20	-5	-4	-0.2
19	C=CC[C@@H](CC(=O)N[C@H](CO)Cc1ccccc1)C(=O)NC[C@@H](OC(=O)[C@@H](CC=C)Cc1ccc(F)cc1)c1ccccc1
    ·	-6	1.8	-10	-0.4	3	·	1	14	i
20	CCc1nc(N2CCOCC2)c(C#N)c2c1CCCC2
    3	-3	0.9	-14	4.9	38*	7	-7	2	i
21	CC(C)(C)c1ccc(Cn2nnc3c(=O)[nH]c(C4CCN(C(=O)c5ccco5)CC4)nc32)cc1
    10	3	·	·	4.9	0	21	10	-4	-0.3
22	Cc1onc(-c2ccccc2)c1C(=O)Nc1ccnn1C1CCCCC1
    -3	6	0.9	2	-0.3	0	-2	-18	2	-1.9
23	Cc1ccc(-c2nc(Nc3ccc(O)cc3)c3ccccc3n2)cc1
    6	22	-3.2	7	-0.4	1	51*	-3	1	-0.5
24	O=C1CCN(Cc2ccc(Cl)cc2)N1
    2	2	0.8	-3	-0.2	-2	·	0	-1	i
25	O=C(NCc1cccnc1)c1csc2c1CCCC2
    -5	7	0.5	-2	·	-2	-7	-2	5	-0.1
26	Cc1onc(-c2ccccc2)c1C(=O)NCc1ccc(Cl)cc1
    5	5	-0.8	·	-3.0	8	10	-5	17	-2.1
27	CC(=O)c1c(C)nc(-c2ccccc2)nc1NC(=O)Cc1ccccc1
    5	-11	-3.7	0	·	4	39	-7	2	-0.7
28	CN1CCC(OC(=O)COc2ccc(F)cc2)CC1
    -2	1	1.5	-3	-1.1	0	-17	-1	-7	i
29	CN=Cc1cc(-c2ccccc2)sc1O
    0	-4	2.7	-9	0.6	-3	6	16	14	i
30	Cc1ccc(-c2csc(NC(=O)C3CCN(S(=O)(=O)c4cccs4)CC3)n2)cc1
    -5	0	-0.1	-57	·	-1	-5	-11	9	-0.2

# Reformatted: entries from further up.
item	Molecule	SARS 3CLpro inh	MazF activator	Mtb UGM inh	Rv3671c protease	Mtb BioA inh	FBA Mtb inh	VHR inh abs	SSB-PriA inh	GDH-TPI counter	Vc quorum ag
16	Cc1cc(OCC(=O)N2C[C@H]3C[C@@H](C2)c2cccc(=O)n2C3)c2c(C)c(C)c(=O)oc2c1	-3	-1	-0.7	-2	1.2	40*	16	-5	9	-0.6
17	CN1C[C@@H]2[C@@H]3C(=O)N(C)C(=O)[C@@H]3[C@](C)(C1=O)N2C(=O)c1ccc(C(C)(C)C)cc1	·	2	·	·	-0.1	4	·	8	7	-1.7
18	Cc1noc(C)c1S(=O)(=O)Nc1ccc(C(=O)N2CCN(c3ccc(F)cc3)CC2)cc1	-1	2	-4.0	5	·	1	-20	-5	-4	-0.2
19	C=CC[C@@H](CC(=O)N[C@H](CO)Cc1ccccc1)C(=O)NC[C@@H](OC(=O)[C@@H](CC=C)Cc1ccc(F)cc1)c1ccccc1	·	-6	1.8	-10	-0.4	3	·	1	14	i
20	CCc1nc(N2CCOCC2)c(C#N)c2c1CCCC2	3	-3	0.9	-14	4.9	38*	7	-7	2	i
21	CC(C)(C)c1ccc(Cn2nnc3c(=O)[nH]c(C4CCN(C(=O)c5ccco5)CC4)nc32)cc1	10	3	·	·	4.9	0	21	10	-4	-0.3
22	Cc1onc(-c2ccccc2)c1C(=O)Nc1ccnn1C1CCCCC1	-3	6	0.9	2	-0.3	0	-2	-18	2	-1.9
23	Cc1ccc(-c2nc(Nc3ccc(O)cc3)c3ccccc3n2)cc1	6	22	-3.2	7	-0.4	1	51*	-3	1	-0.5
24	O=C1CCN(Cc2ccc(Cl)cc2)N1	2	2	0.8	-3	-0.2	-2	·	0	-1	i
25	O=C(NCc1cccnc1)c1csc2c1CCCC2	-5	7	0.5	-2	·	-2	-7	-2	5	-0.1
26	Cc1onc(-c2ccccc2)c1C(=O)NCc1ccc(Cl)cc1	5	5	-0.8	·	-3.0	8	10	-5	17	-2.1

# (list continues)
# Value order: SARS 3CLpro inh	MazF activator	Mtb UGM inh	Rv3671c protease	Mtb BioA inh	FBA Mtb inh	VHR inh abs	SSB-PriA inh	GDH-TPI counter	Vc quorum ag
31	CCOC(=O)C1CCCN(Cc2ccc(-c3ccccc3)cc2)C1 (configuration not stated)
    4	-18	0.3	-7	-2.2	0	6	-33	10	-0.3
32	O=C(Nc1cccc(C(F)(F)F)c1)C1CC(=O)N(Cc2ccco2)C1 (configuration not stated)
    ·	3	·	·	-0.2	0	·	·	-6	-0.5
33	CCN1C(=NCc2cc(OC)c(OC)c(OC)c2)N[C@@H](c2ccccc2)C(C(=O)OC)=C1C
    ·	11	-4.8	5	-1.7	4	·	-12	8	i
34	CCOC(=O)C1CCN(/C=C2\C(=O)NC(=S)N(CC)C2=O)CC1
    3	-16	1.2	0	·	5	43	-2	6	-0.5
35	O=C(NCc1ccco1)C1CC(c2ccc(C(F)(F)F)cc2)=NO1 (configuration not stated)
    ·	11	0.9	5	-2.2	0	·	-7	6	-0.8
36	O=C(C/C=N/OCc1ccc(Cl)cc1Cl)c1ccccc1
    5	2	-0.1	-8	0.8	3	15	·	1	-0.3
37	CSc1cccc(NC(=S)N(Cc2ccc(C)cc2)Cc2cccnc2)c1
    0	-3	1.3	-5	·	-3	12	-9	2	i
38	O=C(CCc1nc2cccnc2n1Cc1ccccc1)NCCc1ccc(Cl)cc1
    -1	-1	-0.6	1	6.4	2	18	1	-6	0.6
39	CCOc1ccc(C(=O)OC(C)CN2CCN(C)CC2)cc1 (configuration not stated)
    2	11	1.6	3	-2.6	4	22	10	7	0.3
40	CCCCn1c(=O)[nH]c(=O)c2c1nc(-c1ccccc1F)n2Cc1ccccc1
    -2	7	3.4	-5	·	2	22	13	4	-3.1
41	Cc1ccc(NC(=O)COC(=O)CCn2c(C)csc2=O)cc1S(=O)(=O)N1CCOCC1
    ·	5	-2.8	0	4.2	-1	·	-2	-6	5.6
42	COC(=O)C1=C(C(=O)OC)C(c2ccccc2O)c2sc(=O)[nH]c2S1 (configuration not stated)
    -1	-1	0.1	1	·	-3	-7	7	14	3.4
43	Cc1cc(SCC(=O)NC2(C#N)CCCCC2)nc2c(C)cccc12
    ·	7	1.8	7	-0.6	-1	·	-9	-11	-4.3
44	O=S(=O)(Cc1ccccc1)Nc1ccc(S(=O)(=O)N2CCCC2)cc1
    2	7	0.0	5	-1.8	-4	-23	8	-1	-0.4
45	Cc1nc(N2CCCCC2)c2c(C)c(C(=O)Nc3ccccc3C(F)(F)F)sc2n1
    -1	-5	4.3	-14	·	6	-7	-1	13	-0.5
46	Nc1nc(Sc2ccc(C(F)(F)F)cn2)n[nH]1
    -6	-4	0.6	-6	-0.8	4	-4	-1	2	8.3
47	COc1ccccc1NS(=O)(=O)c1cc([N+](=O)[O-])ccc1N/N=C/c1sc(N2CCOCC2)nc1-c1ccccc1
    -5	5	-1.4	8	·	-5	16	·	2	3.4
48	COc1ccccc1NS(=O)(=O)c1ccc(C(=O)N2CCN(c3ccccc3O)CC2)cc1
    ·	-4	2.8	1	·	5	·	8	-3	2.4
49	CCOc1cc(C(=O)OCC(=O)c2c(C)[nH]c3ccccc23)ccc1OCC(=O)N1CCOCC1
    4	2	-2.0	-5	0.9	0	36	-9	10	i
50	COc1ccccc1CNCc1ccc(C)cc1
    -6	5	0.8	-3	0.9	8	0	1	10	-0.9
51	Cc1ccc(/C=C/C(=O)Nc2ccc(S(=O)(=O)Nc3onc(C)c3C)cc2)cc1
    5	6	2.0	-4	0.4	-2	-4	-11	12	i
52	Cc1ccc(C(=O)OCC(=O)NCc2cccs2)cc1C
    6	-3	-2.2	4	·	1	6	-20	0	-0.7
53	Cc1cc(NC(=O)C(=O)NCc2cccc(Cl)c2)no1
    8	5	-1.4	-2	·	0	6	-4	6	-0.4
54	O=C(O)C1CCCCC1C(=O)NCCc1ccccc1 (configuration not stated)
    0	-2	0.5	2	-1.6	-1	1	-16	9	i
55	COc1cccc(C(=O)Nc2c[nH]c(=O)[nH]c2=O)c1
    5	7	0.3	1	8.2	-2	9	-16	3	i
56	CC(=O)N1CCN(C(=O)CNc2cc(C(F)(F)F)ccc2OCC(F)(F)F)CC1
    -3	2	1.2	2	-0.7	-2	18	3	4	-0.7
57	Cn1cnc(CCN)c1
    ·	7	-2.0	-2	-1.0	-1	·	-6	-2	3.6
58	CC(/C=N/NC(=O)Cn1cnc2ccccc21)=C\c1ccccc1
    6	0	-0.1	5	·	-4	-2	·	14	-2.7
59	COc1cc2c(cc1OC)C13CCN4CC5CCOC6CC(=O)N2C1C6C5CC43 (configuration not stated)
    ·	15	·	·	-0.7	-1	·	-4	-3	i
60	CN(Cc1ccccc1)C(=O)COc1ccc(Br)cc1Cl
    -5	-1	-0.1	11	·	1	-9	-40	4	5.5
61	O=C1NC(=S)S/C1=C\c1cc(Cl)ccc1Cl
    ·	-23	·	·	1.9	-3	·	-6	21	-4.3

# A portion of the library. The share of hits here may be higher or lower than overall.
